Phagocyt inh – inhibitors of macrophage phagocytosis; J774A.1 macrophage IgG-bead phagocytosis, imaging; inhibition, % at 5 µM; actives 0.07% (n = 110,000); AID 1029;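 active = inhibition above the mean of the plate negative controls plus 5 SD, cut at about 13% in these data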;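 note: phagocytic index as fraction of beads internalized from green versus red external bead signal; plate controls were DMSO negative control for no effect and cytochalasin-D positive control for full effect; some results beyond the cut were filed as inactive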
bCat KO growth – beta-catenin-lacking colon tumor cell growth suppression | HCT116 beta-catenin knockout viability, CellTiter-Glo, 60 h; active compounds read low | viability, % at 10 µM | actives 1.5% (n = 140,000);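 active = viability at or under a set limit, the compound median less 4 SD, cut at about 6% in these data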;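 note: 0% = Hyamine 1622 control at 20 µM and 100% = untreated cell control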
Yeast growth inh – chemicals that inhibit yeast BB579 growth in restrictive medium (lifespan-shortening candidates). S. cerevisiae BB579 growth, OD615, 48 h. inhibition, % at 10 µM. actives 0.51% (n = 140,000). AID 804;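 active = inhibition above a set limit, 3 SD over the mean compound inhibition, cut at about 44% in these data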; note: inactives centre near -24
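System: DeaD yeast strain BB579; buffer or medium: CSMM-D dextrose restrictive medium; technique: OD at 615 nm; schedule: 4 h cell preincubation, 48 h compound exposure, 30 °C humidified; doses: single 10 µM dose; controls: amphotericin B 10 µg/mL, positive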
MRP-1 activ – MRP-1 activation; H69AR cells + doxorubicin, viability rescue, CellTiter-Glo; viability increase, % at 10 µM; actives 0.61% (n = 140,000); AID 799;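 active = viability gain under doxorubicin at or above a set limit, the compound median plus 3 SD, cut at about 4.7% in these data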;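 note: MRP-1 overexpressing cells given doxorubicin 25 µM after compound pretreatment; 18-22 h compound pretreatment then 72 h with doxorubicin before readout; 0% = doxorubicin-only wells and 100% = vehicle-treated cells without doxorubicin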
E-sel TNF inh – TNF alpha driven E-selectin expression inhibition. HUVEC TNFa-induced E-selectin immunofluorescence, high content. inhibition, % at 2 µM. actives 0.71% (n = 120,000). AID 1246;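 active = inhibition above the batch mean plus 3 SD, and confirmed as a hit on visual image review, cut at about 43% in these data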;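 note: 0% = TNF-stimulated DMSO wells and 100% = unstimulated control wells; not every result past the cut was called active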
PTEN del growth – growth suppressors of cells with PTEN tumor suppressor deletion; actives 1.2% (n = 140,000); HCT116 PTEN-null viability, CellTiter-Glo, 60 h; active compounds read low; AID 827; viability, % at 10 µM;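 active = viability at or below a set limit, 4 SD under the median of all tested compounds, cut at about 3.7% in these data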;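 note: PTEN knockout HCT116 line with beta catenin targeted HCT116 as companion control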
NPY-Y2 antag – blocks the human neuropeptide Y Y2 receptor; inhibition, % at 2.7 µM; actives 0.99% (n = 140,000); NPY-Y2 expressing cells, antagonist mode; in the data active = inhibition above about 17%;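 note: 0% = vehicle with agonist challenge and 100% = reference antagonist with challenge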
Target sequence (P49146 whole entry, looked up): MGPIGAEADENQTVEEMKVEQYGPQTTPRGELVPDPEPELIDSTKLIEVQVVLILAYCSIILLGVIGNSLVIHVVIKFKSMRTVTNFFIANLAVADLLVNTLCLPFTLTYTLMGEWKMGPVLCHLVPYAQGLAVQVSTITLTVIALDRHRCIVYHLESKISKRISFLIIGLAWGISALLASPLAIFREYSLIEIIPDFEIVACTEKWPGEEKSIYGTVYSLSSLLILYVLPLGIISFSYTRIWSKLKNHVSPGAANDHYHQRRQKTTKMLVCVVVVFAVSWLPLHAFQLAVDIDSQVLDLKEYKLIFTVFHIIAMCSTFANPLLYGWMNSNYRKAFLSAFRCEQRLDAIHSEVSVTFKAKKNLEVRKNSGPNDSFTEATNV
Yeast life ext – yeast lifespan extension; S. cerevisiae growth with nicotinamide, OD615; deaD strain in restrictive glucose medium; inhibition of the nicotinamide effect, % at 10 µM; actives 0.68% (n = 130,000); AID 775;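 active = inhibition above a set limit, placed 3 SD over the median of all compounds, cut at about 26% in these data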;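 note: 0% = nicotinamide-treated wells and 100% = cells grown without nicotinamide; some compounds called inactive have numbers as strong as hits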
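Test system: DeaD-strain S. cerevisiae / Buffer or medium: restrictive glucose medium / Also added: nicotinamide 1.5 mM / Doses: one concentration, 10 µM, DMSO 0.25% / Schedule: 48 h at 30 °C / Signal: OD615 measurement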
GALR2 blocker – GALR2 (human) receptor antagonism. O43603. GALR2-expressing cells, antagonist mode. inhibition, % at 4 µM. actives 0.39% (n = 140,000). AID 828; in the data active = inhibition above about 27%;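 note: cells stimulated with galanin 1-16 at roughly its EC80; 0% = agonist challenge control and 100% = basal control without agonist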
Target sequence (O43603 whole entry, looked up): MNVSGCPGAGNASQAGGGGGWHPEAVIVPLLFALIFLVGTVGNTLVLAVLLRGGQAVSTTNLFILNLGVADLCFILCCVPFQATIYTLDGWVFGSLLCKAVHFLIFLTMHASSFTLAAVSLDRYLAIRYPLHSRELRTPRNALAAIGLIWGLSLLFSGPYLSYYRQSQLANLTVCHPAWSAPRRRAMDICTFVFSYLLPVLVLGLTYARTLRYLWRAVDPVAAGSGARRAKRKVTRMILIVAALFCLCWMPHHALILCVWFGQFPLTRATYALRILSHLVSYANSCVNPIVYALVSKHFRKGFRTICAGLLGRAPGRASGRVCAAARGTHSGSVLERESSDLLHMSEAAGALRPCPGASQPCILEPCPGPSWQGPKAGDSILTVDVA
Measles CPE – protection of cells from measles virus; Measles virus-infected cells, CPE protection, absorbance; protection (pct of control), % at 4 µM; actives 1.5% (n = 140,000); AID 841; in the data active = protection mostly above about 24%, no sharp cut-off; inactive = mostly below about 26%; note: some compounds called inactive have numbers as strong as hits
* hit, by the source's call; x = no result given.

SMILES	Phagocyt inh	bCat KO growth	Yeast growth inh	MRP-1 activ	E-sel TNF inh	PTEN del growth	NPY-Y2 antag	Yeast life ext	GALR2 blocker	Measles CPE
O=C(Nc1ncc(Br)s1)C1CCCN1S(=O)(=O)c1cccc2cccnc12 (configuration not stated)	0	76	-10	-3.7	-38	75	1	1	10	19
CNC(=O)c1ccc(-c2ccc(OC)cc2)s1	-3	89	14	-1.4	-5	91	6	-10	5	4
CCC(=O)Nc1ccc(C(=O)N/N=C/c2cc(Br)c(OC)cc2OC)cc1	-1	93	-27	-1.2	x	95	-2	6	13	7
O=C(CN1CCc2ccccc2C1)NCc1ccco1	x	92	-4	-2.0	-24	103	3	0	22	13
CCn1c(SCC(=O)N2CCc3ccccc3C2)nc2sc(C)c(C)c2c1=O	-7	84	-26	-2.0	58	67	12	-4	4	9
O=C1c2ccccc2CCCC12N=NCC2c1cccc2ccccc12 (configuration not stated)	1	55	-27	-1.1	-38	58	8	-3	9	6
COc1cccc(-c2csc(N3CCN(C(=O)C4CCCCC4)CC3)n2)c1	1	101	-33	-0.3	-4	92	7	-1	-4	5
O=C(COC(=O)c1ccccn1)NCCCc1ccccc1	5	99	-27	1.1	x	98	2	-2	-8	14
CCOP(=O)(CC(C(C)=O)C(O)c1ccccc1)OCC (configuration not stated)	x	78	0	-1.2	29	88	2	4	-6	24
CCOCCCNC(=O)C(c1ccc(C)cc1)N1CCOCC1 (configuration not stated)	0	99	-12	0.2	x	95	x	-4	x	21
COc1ccc(C)cc1S(=O)(=O)N1CCN(S(=O)(=O)c2cc(C)ccc2OC)CC1	-2	91	-27	-2.4	3	98	3	-6	-15	17
CCC1CCCCN1C(=O)CSc1nnc(-c2ccc3c(c2)OCCO3)o1 (configuration not stated)	-1	88	-43	-0.8	-8	84	7	-1	-1	7
CCN(CC)S(=O)(=O)c1cc([N+](=O)[O-])ccc1NNC(=O)Nc1ccccc1	0	91	-19	-5.5	-27	75	3	-3	-3	12
O=C1N(c2cccc(Cl)c2)C(c2ccc(Cl)cc2)N2CCCN12 (configuration not stated)	-14	66	0	-1.4	x	62	4	5	15	8
S=c1[nH]nc(-c2ccco2)n1/N=C/C=C/c1ccco1	-6	81	-21	-2.3	x	78	5	-5	8	19
COC(=O)c1ccccc1NC(=O)c1cc(-c2ccc(C)cc2)on1	-4	108	-31	-0.4	-15	116	3	-7	-4	15
Cc1nn(C(C)C(=O)N2CCCCC2)c(=O)c2c1sc1ccccc12 (configuration not stated)	1	88	-20	-2.1	-41	84	0	-10	8	5
CCOC(=O)c1c(N)sc(C(=O)N2CCCC2)c1C	-1	85	-10	-2.2	7	88	3	-16	-14	17
COc1ccc(/C=C/C(=O)Nc2ccc(-n3nncc3-c3ccccc3)cc2)cc1OC	-5	98	4	-0.1	31	92	1	-7	14	20
c1cc2c(cc1C1=Nn3c(nnc3C3CCCCC3)SC1)OCO2	0	48	-17	-3.6	12	38	4	-16	-8	4
C/C(N)=C(/C#N)C(=O)COC(=O)C1CCC(C(C)(C)C)CC1 (configuration not stated)	x	78	-26	-0.9	11	79	5	-1	13	25
CSc1nnc(NC(=O)c2ccc(C)c(S(=O)(=O)N3CCOCC3)c2)s1	2	91	-44	0.9	-39	93	1	-3	-13	5
O=C(Nc1nnc(CC(c2ccccc2)c2ccccc2)s1)c1ccco1	0	98	-70	-0.5	x	101	8	1	-11	5
Cc1[nH]c(=O)[nH]c(=O)c1S(=O)(=O)NCCc1ccc(S(N)(=O)=O)cc1	1	86	5	-1.3	-5	87	2	-8	2	15
COc1ccc(C(C#N)N2N=C(c3ccccc3)CC2c2ccccc2)cc1OC (configuration not stated)	-15	76	-13	-2.2	x	73	2	-8	7	10
O=C(Nc1ccc(CSc2ccccc2)cc1)c1ccc(CN2CCOCC2)cc1	x	12	-10	-3.4	-13	16	0	-6	-7	17
CCSc1nnc(NC(=O)c2cccc(S(=O)(=O)N(C)c3ccccc3)c2)s1	-11	90	-38	-0.5	x	95	1	-1	1	6
CCCC(C1=C(O)CC(C)(C)CC1=O)C1C(=O)CC(C)(C)CC1=O (configuration not stated)	x	82	-25	-3.2	-5	90	1	x	-2	12
COC(=O)c1ccc2c(c1)N(C)C(=O)CS2	0	97	-50	-0.4	10	110	1	-14	2	10
CCCn1nnnc1NC(=O)c1ccc2ccccc2c1	-8	96	-9	-3.1	16	95	9	3	2	11
CCOc1ccc2[nH]c(=O)c(CN(Cc3cccs3)Cc3nnnn3C(C)(C)CC)cc2c1	0	24	-50	-5.7	5	21	14	-21	3	25
CC1(C)CC(O)C(C)(C)N1O (configuration not stated)	x	83	5	0.0	x	100	3	-5	-2	9
COc1ccc(NC(=O)C2CCC(N3C(=O)C4C5C=CC(C5)C4C3=O)CC2)cc1 (configuration not stated)	0	101	2	-2.3	7	94	1	-10	-15	3
N#C/C(=C/c1ccc(N2CCCCC2)o1)C(=O)Nc1ccc(Cl)cc1	-1	89	-26	1.6	-26	85	-1	1	13	16
Cc1noc2ncnc(Sc3c(Cl)cccc3Cl)c12	0	11	-12	-2.5	24	8	0	-11	20	1
CCOC(=O)c1ccc(NC(=O)CC2C(=O)N(c3ccc(F)cc3)C(=O)N2CCCOC)cc1 (configuration not stated)	0	86	-27	-1.6	x	85	-2	-24	0	5
Cc1cc(C)cc(OCC(=O)OCC(=O)NCc2ccco2)c1	0	98	-42	-1.1	3	84	3	2	-8	9
COc1ccc(CN2CC(C(=O)NCc3ccccn3)CC2=O)cc1 (configuration not stated)	-2	94	-23	-0.7	-4	86	2	-4	1	16
CC(C)Oc1cccc(C(=O)NC(=S)Nc2ccc3c4c(cccc24)CC3)c1	1	108	-52	0.1	20	101	0	-2	12	12
CN(C)C(=S)Nc1ccc([N+](=O)[O-])cc1	-3	96	-22	-1.0	x	93	-2	0	17	6
CCOC(=O)c1cc2[nH]c3ccccc3c2[n+](-c2ccc([N+](=O)[O-])cc2)c1N	-8	45	-17	-3.5	19	51	3	4	-10	23
O=C(Cn1cnc2ccccc2c1=O)c1ccc2ccccc2c1	6	104	-34	0.7	5	87	2	16	-8	2
CC(C)c1nnc(SCC(=O)Nc2ccc3c(c2)OCO3)n1C	x	102	-6	-3.6	-14	101	-2	x	4	9
CCN(Cc1cc2ccc(C)cc2[nH]c1=O)C(=O)c1cccnc1	0	105	14	-2.6	x	104	5	-8	-3	20
CCc1cc2cc3c(cc2nc1SCC(=O)Nc1cc(C)on1)OCO3	2	14	-37	-1.3	-5	30	1	-19	6	3
O=[N+]([O-])c1ccc(-c2csc3[n+]2CCS3)cc1	-1	73	-9	-0.6	11	83	23*	-2	-13	20
CCC(C)N1C(=O)CCC1C(=O)N1CCN(c2ccccc2F)CC1 (configuration not stated)	1	97	-35	-1.7	1	88	2	-13	2	21
CC1CCN(CCCCOc2ccc(C(=O)c3ccccc3)cc2)CC1	0	59	-2	-4.6	7	61	8	-10	-3	11
CC1CC(C)CN(C(=O)c2ccncc2)C1 (configuration not stated)	x	100	9	1.6	0	99	2	-11	-6	15
CN(C)C=Nc1c(C(=O)c2ccccc2)sc2nccc(N(C)C)c12	-5	102	-21	-1.4	12	94	2	-3	-8	2
CCCCNC(=O)C1CCCN1C(=O)NC1CCCCC1 (configuration not stated)	x	87	-37	-1.1	-22	96	1	x	3	13
CCOC(=O)c1c(NC(C)=O)sc2c(O)cccc12	-1	91	-13	-0.6	56*	103	0	x	13	2
COc1ccc(N=C/C=C2\C=C(c3ccccc3)OC(C)(C)O2)cc1	x	86	-55	-3.5	-19	77	1	x	4	3
CCOC(=O)c1nn(-c2ccccc2)c2nnc(Cc3ccccc3)c(=O)n12	1	103	-13	1.8	x	94	1	32*	3	16
O=C(c1ccc(F)cc1)N1CCN(c2ccc([N+](=O)[O-])c(N3CCCCC3)c2)CC1	-1	78	10	-3.0	41	89	3	-1	-12	22
COc1ccc(N2C(=O)CSC2c2ccc3c(c2)OCO3)c(OC)c1 (configuration not stated)	-4	71	-41	-4.3	x	71	1	-8	-2	10
COc1cc(/C=N/N=C2/C(=O)Nc3ccccc32)cc(OC)c1O	-3	84	-50	-4.7	x	87	1	8	12	12
c1ccc(Cn2nnnc2C(c2ccccc2)N2CCN(c3nc4ccccc4s3)CC2)cc1 (configuration not stated)	-1	71	-20	-3.7	x	68	0	-4	-7	5
O=C(Oc1cccc2c(=O)[nH]ccc12)c1ccccc1	0	71	-27	2.2	12	70	5	-22	-13	9
CN(C)CC(O)COc1cccc(OCC(O)CN(C)C)c1 (configuration not stated)	x	99	-46	-1.9	x	95	1	-8	1	44
Carrying on:
SMILES	Phagocyt inh	bCat KO growth	Yeast growth inh	MRP-1 activ	E-sel TNF inh	PTEN del growth	NPY-Y2 antag	Yeast life ext	GALR2 blocker	Measles CPE
COc1ccccc1CNC(=O)COC(=O)/C=C/c1cccs1	-4	97	-22	-2.8	-9	94	5	2	-3	6
CCCCC(=O)Nc1cc(OCC)c(NC(=O)c2ccccc2[N+](=O)[O-])cc1OCC	x	90	-22	-1.9	-26	86	2	-10	0	28
CCOC(=O)C(C)(C)N(Cc1cccc(C)c1)S(=O)(=O)c1ccc(Cl)c([N+](=O)[O-])c1	0	1.7*	-27	-6.8	-15	3.3*	-3	0	-8	18
O=C(Cc1ccccc1)N1CCC(c2nc3ccccc3[nH]2)CC1	-1	94	-3	-2.1	x	90	2	-4	5	8
O=C1c2ccccc2C(=O)N1CCCCN(C(=O)c1ccc([N+](=O)[O-])cc1)c1ccc(Cl)cc1	-2	83	-61	-1.6	-14	76	12	-15	-2	5
CCC(C)(C(=O)NC1CCCCC1)N(Cc1ccco1)C(=O)CNC(=O)c1ccccc1 (configuration not stated)	10	96	-24	-2.1	x	106	4	-8	19	14
Cc1ccc(NC(=O)C(=S)NCc2ccco2)cc1	x	91	-34	-0.1	-3	97	9	-7	-4	23
CCOc1ccc(/C=N/NC(N)=S)cc1	x	88	4	-1.3	x	86	0	-7	0	4

Quoted at random: 4 compounds from above.
SMILES	Phagocyt inh	bCat KO growth	Yeast growth inh	MRP-1 activ	E-sel TNF inh	PTEN del growth	NPY-Y2 antag	Yeast life ext	GALR2 blocker	Measles CPE
CCC(C)(C(=O)NC1CCCCC1)N(Cc1ccco1)C(=O)CNC(=O)c1ccccc1 (configuration not stated)	10	96	-24	-2.1	x	106	4	-8	19	14
Cc1ccc(NC(=O)C(=S)NCc2ccco2)cc1	x	91	-34	-0.1	-3	97	9	-7	-4	23
CCOc1ccc(/C=N/NC(N)=S)cc1	x	88	4	-1.3	x	86	0	-7	0	4
O=C(Cc1ccccc1)N1CCC(c2nc3ccccc3[nH]2)CC1	-1	94	-3	-2.1	x	90	2	-4	5	8

Screening data (PubChem BioAssay)
